PI5P4K alpha inh – qHTS for Inhibitors of phosphatidylinositol 5-phosphate 4-kinase (PI5P4K) | Phosphatidylinositol 5-phosphate 4-kinase type-2 alpha (Homo sapiens), P48426 | PI5P4Kalpha enzyme, ADP-Glo luminescence, 60 min; stronger effect = lower value | max response, % | 330,000 compounds, 1.2% hits; active = max response of -50% or lower; inconclusive = between -30% and -50%; inactive = -30% or higher; also: value at the top dose of about 77 µM; % is scaled to controls: 0 for no effect and ±100 for the full control effect
Target sequence (P48426 whole entry, looked up): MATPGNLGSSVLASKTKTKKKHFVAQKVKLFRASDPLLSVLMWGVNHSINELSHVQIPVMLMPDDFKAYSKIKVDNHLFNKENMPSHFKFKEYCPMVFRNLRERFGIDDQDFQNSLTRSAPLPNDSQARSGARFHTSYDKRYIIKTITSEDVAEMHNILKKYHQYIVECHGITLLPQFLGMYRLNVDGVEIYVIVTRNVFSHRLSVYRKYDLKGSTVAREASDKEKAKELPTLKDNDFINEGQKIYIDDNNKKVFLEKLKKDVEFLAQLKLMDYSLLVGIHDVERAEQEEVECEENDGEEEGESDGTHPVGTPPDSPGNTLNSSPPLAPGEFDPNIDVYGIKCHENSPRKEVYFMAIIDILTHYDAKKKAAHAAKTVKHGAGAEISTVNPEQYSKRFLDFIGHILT
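Single end-point luminescence (ADP-Glo) quantified ADP from PI5P4Kalpha turnover; ATP 5 microM final, 1 h at RT, 0.1% CHAPS and 0.28 mM EGTA in HEPES pH 7.4.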
EPAC2 antag – qHTS for Antagonist of cAMP-regulated guanine nucleotide exchange factor 2 (EPAC2): primary screen; Rap guanine nucleotide exchange factor 4 (Homo sapiens), Q8WZA2; EPAC2 GEF exchange of Rap1B-BODIPY-GDP, fluorescence; Potency, µM (top dose mostly 114 µM), without a hit: top-dose activity, negative = inhibition, hits mostly inhibitors; 360,000 compounds, 0.18% hits; AID 720708, 2013; also: potency is read from the fitted curve at half-maximal effect; % is scaled to controls: 0 for no effect and ±100 for the full control effect; nearly all actives have a fitted effect of over 45% in size; many of its hits are not listed in these tables
EPAC1 antagonist – qHTS for Antagonist of cAMP-regulated guanine nucleotide exchange factor 3 (EPAC1): primary screen; Potency, µM (top dose mostly 115 µM), for inactives: at the top dose activity change, negative = inhibition, usual class: inhibitors; EPAC1 GEF assay, Rap1b-BODIPY-GDP exchange fluorescence; 360,000 compounds, 0.14% hits; AID 720709, 2013; Rap guanine nucleotide exchange factor 3 (Homo sapiens), O95398;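 also: potency is read from the fitted curve at half-maximal effect; plate controls were vehicle for no effect and positive control for full effect; nearly all actives have a fitted effect of over 50% in size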
CCT modulator – High-Throughput Screening for Modulators of Cytosolic Chaperonin Activity; purified chaperonin ATPase assay, HTRF ADP detection, 30 min; activity change, % (concentration not given with the values), hits read low; 360,000 compounds, 0.3% hits; in the data active = activity change below about -30%; also: % is scaled to controls: 0 for no effect and ±100 for the full control effect
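ATPase activity: ADP formed was measured by HTRF Transcreener (665/615 nm ratio) after 30 min at 37 deg C with 10 uM ATP. Compounds screened at one 76 uM concentration against 40 or 20 nM TRiC in Tris pH 7.4/KCl/MgCl2/DTT buffer.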
Mm-Cpn inhibitor – Inhibitors of TCP-1 ring complex (TRiC) of Methanococcus maripaludis (MmCpn): qHTS. purified Mm-Cpn ATPase, ADP Transcreener TR-FRET. 330,000 compounds, 0.031% hits. AID 504842, 2011. Chaperonin Mm-Cpn (Methanococcus maripaludis). Potency, µM (titrated, usually from 76.9 µM), for the others: at the highest dose activity, negative = inhibition, most hits filed as inhibitors; also: potency is read from the fitted curve at half-maximal effect; % is scaled to controls: 0 for no effect and ±100 for the full control effect; nearly all actives have a fitted effect of over 80% in size
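ATP (10 uM final) was added to archaeal chaperonin (25 nM final) after 10 min exposure to test compound at 37°C; after 30 min further incubation, ADP was detected by competitive TR-FRET.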
WRN inhibitor – qHTS for Inhibitors of WRN Helicase; Bifunctional 3'-5' exonuclease/ATP-dependent helicase WRN (Homo sapiens), Q14191; WRN helicase unwinding, fluorescent forked duplex, kinetic; Potency, µM (highest dose often 114 µM), inactives show at the top dose activity change, negative = inhibition, hits mostly inhibitors; 360,000 compounds, 0.46% hits; also: potency is read from the fitted curve at half-maximal effect; % is scaled to controls: 0 for no effect and ±100 for the full control effect; nearly all actives have a fitted effect of over 55% in size
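WRN at 20 nM final preincubated with compound 15 min at room temperature; reaction started with 100 nM fluorophore/quencher forked duplex oligonucleotide and 2 mM ATP final. Unwinding followed kinetically by red fluorescence (ex 525, em 598 nm).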
EPAC1 agonist – qHTS for Agonist of cAMP-regulated guanine nucleotide exchange factor 3 (EPAC1): primary screen | AID 720707, 2013 | 360,000 compounds, 0.073% hits | Rap guanine nucleotide exchange factor 3 (Homo sapiens), O95398 | Potency, µM (titrated, usually from 154 µM), for the others: at the top dose activation, most hits filed as activators | EPAC1 agonist qHTS, biochemical assay; response scale: 100% = response to 6.5 mM cAMP; also: potency is read from the fitted curve at half-maximal effect; nearly all actives have a fitted effect of over 60% in size
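EPAC1 100 nM, Rap1B–BODIPY-GDP 250 nM, unlabeled GDP 50 uM; compound titration; 5 min RT; kinetic read ex480/em540 at 5-min intervals ×30 min; data normalized to 6.5 mM cAMP agonist control.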
PLK1 PBD block – qHTS for Inhibitors of PLK1-PDB (polo-like kinase 1 - polo-box domain): Primary Screen. Serine/threonine-protein kinase PLK1 (Homo sapiens), P53350. 360,000 compounds, 2.8% hits. Plk1 PBD binding of FITC phosphopeptide, fluorescence polarization. Potency, µM, inactives show max response, negative = inhibition, most hits filed as inhibitors; also: potency is read from the fitted curve at half-maximal effect; series mostly up to about 57 µM; % is scaled to controls: 0 for no effect and ±100 for the full control effect; nearly all actives have a fitted effect of over 65% in size
Target sequence (P53350 whole entry, looked up, the tested form may be a part): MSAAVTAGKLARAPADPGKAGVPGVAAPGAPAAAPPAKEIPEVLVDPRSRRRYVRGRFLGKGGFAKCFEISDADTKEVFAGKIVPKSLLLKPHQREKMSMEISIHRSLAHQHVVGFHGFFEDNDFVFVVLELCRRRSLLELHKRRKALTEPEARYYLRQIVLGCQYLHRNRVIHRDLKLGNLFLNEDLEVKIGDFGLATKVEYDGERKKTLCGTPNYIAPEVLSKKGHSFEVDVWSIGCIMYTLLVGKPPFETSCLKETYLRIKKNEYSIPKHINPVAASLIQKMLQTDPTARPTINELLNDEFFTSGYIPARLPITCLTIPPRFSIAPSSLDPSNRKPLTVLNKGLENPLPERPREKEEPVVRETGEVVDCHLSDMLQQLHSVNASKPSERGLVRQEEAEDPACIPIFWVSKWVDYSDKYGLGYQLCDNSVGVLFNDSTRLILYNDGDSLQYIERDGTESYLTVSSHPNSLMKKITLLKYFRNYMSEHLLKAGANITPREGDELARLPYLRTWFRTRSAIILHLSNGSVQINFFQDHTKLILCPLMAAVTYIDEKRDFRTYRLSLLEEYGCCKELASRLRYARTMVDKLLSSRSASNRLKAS
Active calls of the source: *; ? = inconclusive; nt = no result given; [ ] = another dose, or the depositor's remark. Unless noted, calls follow the shape of the dose curve; as a rule, active = well fitted curve in the direction sought with a large enough effect; inconclusive = small, poorly fitted or top-dose-only effect, or another doubt; inactive = no such curve, though single readings can be large; an effect the other way counts as inactive or inconclusive. Some of the compounds tested. The share of hits here may be higher or lower than overall.

SMILES	PI5P4K alpha inh	EPAC2 antag	EPAC1 antagonist	CCT modulator	Mm-Cpn inhibitor	WRN inhibitor	EPAC1 agonist	PLK1 PBD block
COc1cccc(NC(=O)N2CCCC2C(=O)Nc2cc(C)ccc2OC)c1 (configuration not stated)	-13.0	-2.1%	-0.3%	-0.7	-0.8%	0.4%	3.3%	0.4%
CCc1cc(=O)oc2cc(OCC(=O)N3CCCc4ccccc43)ccc12	nt	-1.3%	-11.5%	-1.1	-0.2%	-18.8%	8.4%	-3.4%
COc1ccccc1-c1nnc2sc(C3CCCCC3)nn12	nt	8.8%	11.9%	2.8	0.7%	-1.5%	-3.4%	-1.9%
O=C(O)c1sc2cccc(Cl)c2c1Cl	-9.6	-8.3%	9.1%	-0.8	-0.1%	-0.4%[57.1 µM]	0.3%	23.8µM*
Cc1ccc(Cn2ncc3c(NCCCN(C)C)ncnc32)cc1	0.7	-1.3%	11.7%	2.1	-7.3%	-3.0%	5.1%	-4.6%
O=C(/C=C/c1ccc(S(=O)(=O)N2CCOCC2)cc1)NCCc1ccc(C(F)(F)F)cc1	8.5	-2.7%	-15.6%	-1.7	0.1%	-9.3%	-4.2%	-11.7%
CC(=O)N1CCN(C(=O)C2(NC(=O)Nc3ccccc3Cl)CCCCC2)CC1	-0.3	5.9%	7.0%	-0.9	-1.4%	6.2%	-0.9%	1.6%
O=C(Nc1ccccc1F)c1ccc(CNS(=O)(=O)c2cccc(C(F)(F)F)c2)cc1	-4.0	3.1%	-8.4%	-0.7	-1.0%	-3.0%	-10.1%	-8.9%
COc1ccc(/C=N\NC(=O)c2sccc2C)cc1Cn1nc(C)cc1C	-3.0	-9.0%	2.0%	1.5	0.3%	2.8%	8.5%	6.1%
Cc1ccc(C2=C(c3ccc([N+](=O)[O-])cc3)C(=O)OC2)cc1C	-9.8	-13.3%	-0.3%	-1.4	?	-9.3%	8.2%	-5.5%
O=C(Cc1ccc(Cl)cc1)NCCS(=O)(=O)N1CCN(c2ccccc2)CC1	-19.4	-17.4%	-20.2%	-0.5	-5.1%	-9.7%	-1.3%	-9.4%
Cn1nc(C(=O)Nc2sccc2C(N)=O)ccc1=O	2.0	-7.2%	-8.2%	-2.7	1.0%	-30.7%	-0.1%	-6.9%
CCc1cc(OCCOCCN(C)C)ccc1Cl	10.5	14.6%	-3.3%	0.8	-2.4%	-1.6%	-0.4%	0.9%
O=C(NCc1n[nH]c(=S)n1-c1cccc(C(F)(F)F)c1)c1ccc(S(=O)(=O)N2CCCC2)cc1	-9.3	6.8%[57.1 µM]	-12.6%	-3.6	5.2%	0.7%	-6.7%	-20.3%
O=C1C2C(c3ccccc3)C=CC(c3ccccc3)C2C(=O)N1c1ccccn1 (configuration not stated)	5.8	-15.0%	?	2.1	-1.1%	-28.3%[57.1 µM]	2.0%	-11.2%
CCN1CC(CN(C)Cc2nc(-c3ccc(OC)c4ccccc34)oc2C)CC1=O (configuration not stated)	-0.8	6.5%	-1.6%	-0.3	0.9%	2.2%	1.7%	-0.4%
CC(C)C[C@@H]1COc2cc(N3CCC[C@@H]3CO)ccc2S(=O)(=O)N1	3.0	8.5%	21.2%	0.4	nt	4.1%	-0.8%	2.7%
CCCOc1ccc(C(=O)Nc2ccc3c(c2)OCCO3)cc1	-0.1	17.3%	8.6%	1.6	0.1%	14.2%	-10.5%	-1.6%
CCc1cccc(NS(=O)(=O)c2ccc3c(c2)oc(=O)n3C)c1	-2.8	-5.4%	-9.1%	-4.5	1.9%	-2.8%	-8.1%	-6.1%
Cc1cc(N)ccc1-n1nc2ccccc2n1	-9.0	2.4%	3.4%	-1.0	nt	5.8%	6.4%	-5.8%
CCN(CC(=O)Nc1ccc2c(c1)OCCO2)C(=O)c1cccc(OCC(C)C)c1	-5.7	-1.2%	-6.3%	1.1	-1.1%	-17.2%	15.4%	-3.1%
O=C(NNc1ccccc1)c1ccccc1	-4.7	0.5%	6.3%	-1.9	nt	-2.4%	8.2%	-5.3%
Cc1c(C(=O)OC2CCCCC2)[nH]c2c1C(=O)CC(C)(C)C2	-5.1	8.5%	4.3%	-3.6	nt	-9.5%	0.4%	-1.5%
CCC(C)(C)NC(=O)c1cc(C(=O)OC)cc([N+](=O)[O-])c1	0.8	2.7%	-3.9%	0.5	1.7%	3.1%	6.4%	-3.0%
CC(C)n1c(N2CCN(C(=O)N3CCCCC3)CC2)nc2ccccc21	6.8	6.5%	3.4%	-3.2	-0.5%	8.9%	-0.4%	-2.4%
COc1ccccc1N1CCN(Cc2ccco2)CC1	nt	4.5%	0.2%	-2.9	-9.9%	7.1%	-3.7%	-0.8%
COc1ccc(CCNC(=O)CSc2nc3[nH]c(=O)cc(O)c3s2)cc1	?	1.9%	-5.9%	0.9	-3.7%	-17.0%	13.6%	-18.4%
O=C(CN1CCCC1c1cccs1)Nc1cc(S(=O)(=O)N2CCCC2)ccc1Cl (configuration not stated)	0.1	-5.4%	11.3%	0.5	0.6%	5.9%	1.2%	1.9%
CCC(=O)Nn1c(C)nnc1C	3.5	-2.2%	-14.8%	0.5	1.6%	-11.0%	1.5%	-0.6%
O=C(NN=C1CCCCC1)c1ccccc1OCc1ccc(F)cc1	-0.8	-10.4%	-12.4%	-0.9	2.2%	1.3%	0.0%	-3.5%

The listing continues.
SMILES	PI5P4K alpha inh	EPAC2 antag	EPAC1 antagonist	CCT modulator	Mm-Cpn inhibitor	WRN inhibitor	EPAC1 agonist	PLK1 PBD block
CC(C)CNC(=O)C1C(=O)Nc2ccccc2C(=O)N1C(C)(C)C (configuration not stated)	1.1	4.1%	10.1%	nt	nt	-1.2%	-11.2%	-6.5%
CCn1cc(/C=N\NC(=O)COc2cccc(C)c2C)c(C)n1	3.4	0.1%	-6.6%	-0.9	1.7%	-2.3%	-3.6%	-6.5%
OCCNCCSc1ccc(Cl)cc1	4.2	7.0%	12.6%	0.0	?	11.0%	-2.0%	0.1%
OC1c2cc(Cl)ccc2-c2c(Cl)cc(Cl)cc21 (configuration not stated)	10.8	-0.7%	-12.1%	-1.3	nt	3.6%	0.4%	-5.5%
CC(OC(=O)C1CCCCC1)C(=O)Nc1cccc(Cl)c1 (configuration not stated)	10.2	-3.1%	-11.4%	-3.5	0.9%	-5.5%	11.9%	-6.1%
CC(C)(C)c1ccc(SCC(N)=O)cc1	13.1	-3.6%	-9.3%	-2.2	nt	-17.9%	8.3%	-7.3%
N#Cc1c(SCC(=O)N2CCCCC2)nsc1SCC(=O)N1CCCCC1	-7.0	2.8%	0.0%	0.4	2.0%	-3.8%	0.5%	-5.3%
O=C(O)c1cccc(N2C(=O)c3cc([N+](=O)[O-])cc4cc([N+](=O)[O-])cc(c34)C2=O)c1	-73.1*	50.1µM*	-10.0%	-0.4	-2.4%	39.8µM*	-4.4%	8.44µM*
O=C(O)c1ccccc1NCCO	-8.5	0.4%	-1.1%	-2.5	3.8%	-1.1%	-1.2%	-4.6%
COC(=O)[C@H](Cc1ccccc1)[C@@H](C)OS(N)(=O)=O	-0.5	2.0%	10.7%	0.5	-1.2%	6.6%	-3.8%	-4.1%
COc1ccc(NC2CS(=O)(=O)CC2NCc2ccco2)cc1 (configuration not stated)	-13.7	-4.1%	8.4%	0.5	1.7%	-8.8%	2.7%	?
CC(NC(=O)c1ccccc1F)c1nnc(SCC(=O)Nc2nccs2)n1C (configuration not stated)	-3.9	0.2%	?	-1.3	-1.9%	-5.8%[57.1 µM]	1.2%	-4.6%
CCCCc1c(-c2cccc(Cl)c2)ncn1CCc1ccccc1OC	17.8	?	-9.8%	-0.1	nt	-3.8%	-10.5%	4.0%
CCOC(=O)c1c(NC(=O)C2CC(Cl)=CCC2C(=O)O)sc2c1CC(C)(C)OC2 (configuration not stated)	7.6	3.0%	-15.0%	-1.5	-5.2%	-18.9%	-2.6%	-6.9%
CC(O)CSc1nc2c(c(=O)[nH]c(=O)n2C)n1CC(O)COc1ccccc1 (configuration not stated)	-1.5	0.8%	-8.7%	-2.2	1.4%	-3.0%	6.9%	26.7µM*
Nc1ccc2ncccc2c1	nt	-5.5%	4.9%	-1.2	-0.3%	-0.4%	6.2%	-11.9%
COCCCNC(=O)C1Cc2cc(S(=O)(=O)N3CCCC3)ccc2N1C(C)=O (configuration not stated)	-19.8	7.1%	2.0%	-0.4	-5.7%	7.5%	0.8%	21.2µM*
O=C(Nc1nc(-c2ccccc2)cs1)c1ccco1	3.0	-4.1%	0.6%	-0.6	-1.2%	-0.6%	0.8%	-6.5%
Cc1cc2c(c(=O)n1CCN(C)C)C(c1ccccc1Br)C(C#N)=C(N)O2 (configuration not stated)	5.4	7.9%	10.6%	-0.8	0.2%	1.0%	-3.0%	-9.8%
CN(Cc1ccccc1)c1nc2c(c(=O)[nH]c(=O)n2C)n1CCSc1nc2ccccc2[nH]1	1.4	-8.3%	-17.8%	-0.8	-0.1%	-2.3%	-2.5%	0.4%
O=C(Nc1ccc2oc(-c3cccnc3)nc2c1)c1ccco1	-14.6	15.9%	-7.2%	-0.3	0.7%	-16.6%	1.7%	-7.6%

Complete entries as entered above:
Results for `Nc1ccc2ncccc2c1` = PI5P4K alpha inh = nt; EPAC2 antag = -5.5%; EPAC1 antagonist = 4.9%; CCT modulator = -1.2; Mm-Cpn inhibitor = -0.3%; WRN inhibitor = -0.4%; EPAC1 agonist = 6.2%; PLK1 PBD block = -11.9%
Results for `CCC(C)(C)NC(=O)c1cc(C(=O)OC)cc([N+](=O)[O-])c1` = PI5P4K alpha inh = 0.8; EPAC2 antag = 2.7%; EPAC1 antagonist = -3.9%; CCT modulator = 0.5; Mm-Cpn inhibitor = 1.7%; WRN inhibitor = 3.1%; EPAC1 agonist = 6.4%; PLK1 PBD block = -3.0%
